Screening results from PubChem BioAssay.
ERa SRC1 pot – enhances coactivator binding to human estrogen receptor alpha; TR-FRET ERalpha-LBD/SRC-Cy5 coactivator binding, 2 h; 100 = basal binding, no effect; 1.3% of 86,000 active; AID 639; coactivator binding (% of control), % at 25.6 µM; in the data active means activity above about 200%;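 further: binding measured in presence of low estradiol as agonist stimulus; 0% = peptide alone without receptor and 100% = receptor with peptide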
ERb coact inh – blocks coactivator binding to human estrogen receptor beta | Q92731 | TR-FRET ER-beta LBD / SRC1-Cy5 peptide binding; receptor agonist-loaded with 1 µM estradiol | inhibition, % at 25.6 µM | 1.3% of 86,000 active;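 active means compounds whose percent inhibition of the receptor-coactivator binding signal exceeds about 50% in the single-dose screen, limit read from the data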;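 further: 0% = receptor plus peptide wells without compound and 100% = peptide-only wells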
Target sequence (Q92731 whole entry, looked up, the tested form may be a part): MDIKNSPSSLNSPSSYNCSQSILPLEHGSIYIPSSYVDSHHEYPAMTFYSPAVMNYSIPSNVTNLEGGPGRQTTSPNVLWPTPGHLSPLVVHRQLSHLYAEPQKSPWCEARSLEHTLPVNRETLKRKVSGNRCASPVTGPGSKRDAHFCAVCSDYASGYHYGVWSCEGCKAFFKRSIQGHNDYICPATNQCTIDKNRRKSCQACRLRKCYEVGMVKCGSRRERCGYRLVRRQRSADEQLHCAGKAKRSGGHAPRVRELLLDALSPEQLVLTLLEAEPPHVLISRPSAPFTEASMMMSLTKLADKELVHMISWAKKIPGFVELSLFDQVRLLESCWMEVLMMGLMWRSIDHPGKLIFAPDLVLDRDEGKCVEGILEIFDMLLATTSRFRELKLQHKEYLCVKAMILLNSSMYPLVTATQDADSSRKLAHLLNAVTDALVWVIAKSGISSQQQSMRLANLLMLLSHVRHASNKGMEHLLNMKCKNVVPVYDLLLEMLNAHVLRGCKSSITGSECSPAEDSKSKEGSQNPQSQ
CD11b adhes enh – CD11b/CD18-fibrinogen binding enhancement | P05107+P11215 | activation, % at 10 µM | 0.07% of 93,000 active | K562 CD11b/CD18 adhesion to fibrinogen, ATPlite luminescence;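 active means 10 µM primary screen giving 50% or more activity, confirmed by 40% or more on retest at that dose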; further: strong numbers were not always called active; reference of the scale not given here
PLAP act – human PLAP activation | 1.2% of 96,000 active | purified PLAP enzyme, luminescent substrate read-out; stronger effect = higher value | activation fold at 20 µM | AID 696 | P05187; in the data active means activation fold above about 2
ERa SRC1 inh – blocks coactivator binding to human estrogen receptor alpha; 1.7% of 86,000 active; inhibition, % at 25.6 µM; TR-FRET ER-alpha LBD / SRC-1 peptide, estradiol-bound; P03372; in the data active means inhibition above about 50%;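 further: 0% = receptor plus peptide control and 100% = peptide only without receptor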
E coli WT exp – growth inhibitors of E. coli BW25113 wild type; growth inhibition, % at 100 µM; 0.15% of 98,000 active; OD600 absorbance;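 active means growth inhibition above about 50% at one test dose, limit read from the data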;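 further: growth measured after 20 h incubation at 37 °C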
MT1-MMP txn act – MT1-MMP promoter transcription activation; activation factor at 10 µM; 0.16% of 86,000 active; HT1080 MT1-MMP promoter luciferase reporter, luminescence, overnight; stronger effect = higher value;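 active means activation factor of at least 2 for MT1-MMP transcription at 10 µM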
FAK inh – blocks human focal adhesion kinase activity; Q05397; biochemical FAK kinase activity assay; inhibition, %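 (tested at 7 µM)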; 0.84% of 97,000 active; AID 727; in the data active means inhibition above about 19%;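 further: 0% = DMSO and 100% = reference compound high control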
Mac1 fbg inh – inhibitors of human CD11b/CD18 binding to fibrinogen; inhibition, % at 10 µM; 0.54% of 93,000 active; K562 CD11b/CD18 adhesion to fibrinogen, ATPlite luminescence; Mn2+ added to activate the integrin; P05107+P11215; AID 1497;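 active means primary inhibition of 50% or more at 10 µM, then 40% or more on retest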; further: some results filed as inactive read as strong as hits
* hit, by the source's call; x = not tested or not shown; [ ] = another dose, or the depositor's remark.

SMILES,MT1-MMP txn act,E coli WT exp,Mac1 fbg inh,FAK inh,CD11b adhes enh,PLAP act,ERa SRC1 inh,ERb coact inh,ERa SRC1 pot
NC(=O)NC(c1ccccc1)c1ccccc1,1,7,-8,0,2,1.1,-5,-1,99
COc1cc(OC)cc(C(=O)NCC(=O)N2CCC(C)CC2)c1,1,1,x,2,x,x,3,7,97
Cc1cc(N2CCOCC2)nc(SCC(=O)c2ccccc2)n1,1.4,1,37,x,10,1.4,-3,3,101
COc1ccc(S(=O)(=O)N2CCCCC2C(=O)O)cc1 (stereo unspecified),1.3,x,x,0,x,x,-24,-31[fluorescence artefact?],97
COc1cccc(NC(=O)CSCc2n[nH]c(=O)[nH]2)c1,1,3,-2,-1,2,0.8,-1,5,99
Cc1cc(C(=O)COC(=O)C2=NNC(=O)CC2)c(C)n1-c1ccc(OC(F)F)cc1,1.2,9,0,-2,1,1.1,-11,-10,88
Cc1ccc(C(C(=O)NC(C)(C)C)N(C(=O)c2csnn2)c2ccccc2F)o1 (stereo unspecified),1.2,1,29,-2,0,1,0,-3[fluorescence artefact?],118[fluorescence artefact?]
CCCN1CCN(C(=O)c2cccc3c2C(=O)N(CCOC)C3)CC1,1.1,-6,-1,0,-5,0.9,-2,-4,112
NC(=O)CSc1nnc(-c2ccc(S(=O)(=O)N3CCOCC3)cc2)n1Cc1ccccc1,1.1,-1,-12,0,4,1.4,0,4,82[fluorescence artefact?]
CCN(CC)S(=O)(=O)c1ccc2nc(CSc3nnnn3-c3ccc(O)cc3)[nH]c2c1,1.1,0,-8,6,-3,2.7*,2,3,100
CCCC(O)(CCC)C(=O)NNc1ccccc1,1.2,5,x,-1,x,1,1,-1,112
CS(=O)(=O)N1CCc2cc(-c3csc(NC(=O)Cc4cccs4)n3)ccc21,1.1,-14,96,4,-7,0.8,-13,-7,125
COc1ccc(C2C(C(N)=O)=C(C)Nc3nc(-c4ccccc4Cl)nn32)c(OC)c1 (stereo unspecified),1.1,3,-7,x,3,0.9,-6,-10,113
CC(=O)NC1C(=O)SC1(C)C (stereo unspecified),1,-1,-4,1,-4,1.2,-10,-4,115
CC(C)N(C(=O)CSc1nnc(Cn2nnc3ccccc32)n1C)C(C)C,x,7,-5,-1,-3,0.8,3[fluorescence artefact?],-3[fluorescence artefact?],107
O=C(c1ccc(Cl)cc1)c1cn[nH]c1-c1ccccc1O,1.3,8,-36,2,2,x,-2,3,119
O=C(N/C=N/OCc1ccc(Cl)cc1Cl)NOCc1c(Cl)cccc1Cl,x,2,-9,-1,80,1,26,30[fluorescence artefact?],213*
COc1ccc(S(=O)(=O)Nc2ccc(S(=O)(=O)Nc3ccc(F)cc3)cc2)cc1C,1.3,x,x,0,x,x,8,2,91
CCCc1nc2c(=O)[nH]c3ccccc3c2o1,1.3,7,11,-1,0,1.1,1,-11,114
CCn1c(=O)c([N+](=O)[O-])c(NCCc2ccccc2)c2ccccc21,x,-10,-28,-1,0,0.9,x,x,x
CCOc1ccc(/C=N/N(C)c2ccccc2)cc1OC,1.7,1,-9,1,4,0.8,-13,-1,92
CCN(CCCNC(=O)CCCCn1c(=O)[nH]c2ccccc2c1=O)c1ccccc1,1.2,-7,0,0,-1,1,5[fluorescence artefact?],3[fluorescence artefact?],117
CCOC(=O)N1CCC(NC(=O)C(CC(C)C)NC(=O)C2CCCCC2)CC1 (stereo unspecified),1,11,-14,x,6,1.2,4,-3,127
O=C1N(c2ccccc2)C2CS(=O)(=O)CC2N1c1ccc(Cl)c(Cl)c1 (stereo unspecified),1,-3,x,-5,x,0.8,x,x,x
Cc1noc(C)c1COc1cccc(C(=O)OCCOc2ccc(F)cc2)c1,1.5,0,26,-1,-4,1,26,15[fluorescence artefact?],102
O=c1c2c3c(sc2nc2n1CCCS2)CCCC3,1.7,-4,10,0,2,0.9,-6,-5,102
CC1(C(=O)O)CCC(C(=O)Nc2ccc3ccccc3c2)C1(C)C (stereo unspecified),x,-23,0,5,-6,1.3,26,18,96
COc1cccc(C(=O)N2CCN(C3CCC(c4ccccc4)CC3)CC2)c1OC (stereo unspecified),1.1,14,-1,-3,-1,1.5,x,x,x
O/N=C1/CCSc2ccccc21,1.2,21,5,-3,-4,1,x,x,x
CN(Cc1nc2ccccc2n1C)S(=O)(=O)c1ccc(Cl)cc1,1,0,-33,0,9,0.8,-7,-8,100
O=C(NC1CCCCCCC1)C1c2ccccc2C(=O)N1Cc1ccco1 (stereo unspecified),1,6,5,2,-4,1,-6,-4,113
O=C(CSc1nnc(C2CCCCC2)o1)N1CCCCC1,1.3,-5,6,3,0,1.2,-2,-6,110
CCn1cc(C(=O)NCCCN2CC(C)CC(C)C2)c(=O)c2cc(S(=O)(=O)N(C)C)ccc21 (stereo unspecified),1.1,-4,-5,9,4,1.4,-1,-6,114
COCCCNC(=O)CCS(=O)(=O)Cc1ccc(C)cc1,1.1,-2,x,0,x,1.2,x,x,x
CC(C)CC1(C)NC(=O)N(CCN2C(=O)c3ccccc3C2=O)C1=O (stereo unspecified),1.2,5,-5,-1,-1,1,-6,1,111
COc1ccc(-c2c[n+]3c4n2CCCCC4=C(c2ccccc2)C3)cc1,1.1,10,x,-2,x,1.3,3,0,84[fluorescence artefact?]
Cc1ccc(-c2noc(CCC(=O)NCCCN3CCN(c4cccc(Cl)c4)CC3)n2)cc1,1,-1,2,1,-1,1.6,-3,-4,102
CC(=O)N1CCc2ccc(C(=O)CN3CCN(c4cccc(C)c4C)CC3)cc21,0.9,11,x,6,x,1.5,8[fluorescence artefact?],-1[fluorescence artefact?],109[fluorescence artefact?]
COc1ccc(Cl)cc1NC(=O)CSc1nnc(COc2ccccc2)n1N,x,2,-48,2,-2,1.1,-7[fluorescence artefact?],17,102
COC(=O)C1CCN(C(=O)Cc2ccc(C)cc2)CC1,x,-6,-33,1,0,1,-4,-11,108
COc1ccc(C(=O)NCc2nnc(SCC(=O)N3CCc4ccccc43)o2)cc1OC,x,-3,-12,1,2,0.9,-6,-6,108
COc1ccc2nc(C)[nH]c(=O)c2c1,1.3,-5,1,2,7,0.9,1,-2[fluorescence artefact?],116
CC(=O)c1ccc(N2CCN(C(=S)Nc3cccc(F)c3)CC2)cc1,x,-7,-9,0,-2,0.9,x,x,x
COc1ccc2cnn(-c3ccc(C)cc3)c(=O)c2c1OC,1.3,2,18,0,-4,1.3,3,-1,108
COc1ccc(-c2nc(CNS(=O)(=O)c3cc(OC)ccc3OC)cs2)cc1,1,-8,-10,x,2,1.4,-2,-7,97

Single records, from the list above:
`COc1ccc2nc(C)[nH]c(=O)c2c1` reads MT1-MMP txn act = 1.3; E coli WT exp = -5; Mac1 fbg inh = 1; FAK inh = 2; CD11b adhes enh = 7; PLAP act = 0.9; ERa SRC1 inh = 1; ERb coact inh = -2[fluorescence artefact?]; ERa SRC1 pot = 116
`CC(C)CC1(C)NC(=O)N(CCN2C(=O)c3ccccc3C2=O)C1=O` (stereo unspecified) reads MT1-MMP txn act = 1.2; E coli WT exp = 5; Mac1 fbg inh = -5; FAK inh = -1; CD11b adhes enh = -1; PLAP act = 1; ERa SRC1 inh = -6; ERb coact inh = 1; ERa SRC1 pot = 111

The list continues.
SMILES,MT1-MMP txn act,E coli WT exp,Mac1 fbg inh,FAK inh,CD11b adhes enh,PLAP act,ERa SRC1 inh,ERb coact inh,ERa SRC1 pot
CC(C)(C)NC(=O)C(Cc1ccccc1)NS(=O)(=O)c1cccc2nsnc12 (stereo unspecified),1.1,-1,-13,0,3,1.4,-11,-2,110
CCN(CC)S(=O)(=O)c1ccc(C(=O)NCC(c2cccs2)N2CCOCC2)cc1 (stereo unspecified),1.1,-4,-8,-3,1,1.4,x,x,x
Cc1ccccc1C(=O)N1CCc2ccccc2C1,1.1,-9,12,-3,-2,1,1,27[fluorescence artefact?],77
COc1cccc(OC)c1OCCCSc1nc(C)cc(=O)[nH]1,1,-1,6,-2,1,0.9,-4,10,96
COCCn1c(SCC(=O)NC(=O)NCc2ccccc2)nc2ccccc21,1.2,3,-28,0,-3,1.2,12[fluorescence artefact?],1[fluorescence artefact?],109
COc1ccc(N2C(=O)CC(n3cnc4ccccc43)C2=O)cc1 (stereo unspecified),1.2,5,-37,-3,-3,1.1,1,31,109[fluorescence artefact?]
Cc1nc(NC2=NCN(CCc3ccccc3)CN2)nc2ccccc12,1,x,10,x,2,1.5,10[fluorescence artefact?],-10[fluorescence artefact?],88
CNC(=S)N1N=C(c2ccc(C)cc2)CC1c1ccc(Br)cc1 (stereo unspecified),1.3,-18,-18,2,-2,0.9,3[fluorescence artefact?],7[fluorescence artefact?],151
c1c2c(cc3sc(N4CCOCC4)nc13)OCO2,0.8,6,14,2,1,1.1,-5[fluorescence artefact?],0[fluorescence artefact?],85
CCOC(=O)c1cccc(NC(=O)CSc2nnc(-c3ccncc3)n2CCCOC)c1,1.2,4,8,-3,2,1.1,-1,-9,91
COc1ccccc1Oc1nc(-c2ccccc2)cc(C)c1S(C)(=O)=O,1.1,-11,2,2,11,0.9,-6,4,97
Cc1cccc(OCc2nnc(SCC(=O)N3CCc4ccccc43)n2C)c1,1,1,8,5,2,1.7,2,-9,124
CCN1CCN(c2nc3ccccc3nc2C(C#N)S(=O)(=O)c2ccc(C)c(C)c2)CC1 (stereo unspecified),1,6,3,2,-4,2*,0,-10,118
Cc1ccc2c(C(=O)CN3CCSCC3)c(C)[nH]c2c1,1.3,8,-20,1,3,0.9,-2,1,120
Cc1ccc(NC(=O)C2CCCN2S(=O)(=O)c2ccc3c(c2)CCC(=O)N3)cc1Cl (stereo unspecified),1,1,7,1,1,1.2,-4,-4,108
COC(=O)CCNc1ccc2c(c1)OCCO2,1.6,-1,-2,-6,1,0.9,-22,-29[fluorescence artefact?],116
CC(=O)c1cccc(NC(=O)N2CCCc3ccccc32)c1,1.5,-7,-15,-2,-7,0.9,-10,-14,111
Cn1c(SCc2ccc(C#N)cc2Cl)nc2ccccc21,1.6,-4,-1,1,53,0.8,6,4,101

The order is random; 5.1% or so of the library scored in one or more.
